S1P2 ag – S1P2 (human) receptor agonism | O95136 | activation, % at 4.5 µM | S1P2-expressing cell line, agonist reporter read-out | AID 729 | 97,000 tested, 0.46% active; in the data active means activation above about 16%;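 further: 0% = vehicle low control and 100% = maximal reference agonist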
sEH activator – activators of human soluble epoxide hydrolase; P34913; purified human sEH enzymatic activity, activator screen; activation, % at 2 µM; 91,000 tested, 0.04% active; AID 717; in the data active means activation above about 37%; further: values of inactives mirror those of a sister screen read the other way
Target sequence (P34913 whole entry, looked up): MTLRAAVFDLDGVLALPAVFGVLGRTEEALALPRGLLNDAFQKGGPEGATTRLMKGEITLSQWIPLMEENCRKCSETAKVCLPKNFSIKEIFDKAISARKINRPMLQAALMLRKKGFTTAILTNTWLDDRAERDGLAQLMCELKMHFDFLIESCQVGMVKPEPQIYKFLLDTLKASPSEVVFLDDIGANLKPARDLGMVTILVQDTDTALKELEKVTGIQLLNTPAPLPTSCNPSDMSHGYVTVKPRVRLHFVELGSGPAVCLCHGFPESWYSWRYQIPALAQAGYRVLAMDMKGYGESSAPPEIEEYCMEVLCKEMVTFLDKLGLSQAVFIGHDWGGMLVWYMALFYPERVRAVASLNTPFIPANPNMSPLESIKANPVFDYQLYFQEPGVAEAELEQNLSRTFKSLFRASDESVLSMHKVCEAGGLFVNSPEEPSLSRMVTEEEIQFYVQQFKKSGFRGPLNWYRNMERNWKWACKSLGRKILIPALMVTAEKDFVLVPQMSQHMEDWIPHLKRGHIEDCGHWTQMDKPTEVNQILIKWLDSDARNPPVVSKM
S1P2 antag – S1P2 (human) receptor antagonism; 97,000 tested, 0.21% active; inhibition, % at 5 µM; O95136; AID 736; cell-based S1P2 antagonist assay, inhibition at 5 uM; in the data active means inhibition above about 45%;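 further: CRE beta-lactamase reporter cells expressing human S1P2 stimulated with S1P; 0% = agonist at EC80 alone and 100% = agonist plus reference antagonist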
DAT uptake mod – modulates human dopamine transporter uptake under cocaine | Q01959 | LLC-PK1 hDAT cells, [14C]-dopamine uptake with cocaine IC80; actives deviate in either direction | B-score at 10 µM | 110,000 tested, 1.3% active | AID 449768;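 active means Z score or B-score, a plate-position-corrected score, falls beyond the plate's 99.7% confidence bounds, in either direction; inactive means both scores lie inside the 99.7% bounds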;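 further: scored against the spread of the other compound wells on the same plate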
sEH inhibitor – soluble epoxide hydrolase (human) inhibition | recombinant human sEH enzymatic activity assay | inhibition, % at 2 µM | 91,000 tested, 0.34% active | AID 707; in the data active means inhibition above about 80%; further: values of inactives mirror those of a sister screen read the other way; many of its hits are not listed in these tables
PostGolgi ctrl – inhibits growth of the yeast control strain | efflux-deficient yeast background strain, growth absorbance A615, 16 h | inhibition, % at 10 µM | 98,000 tested, 5% active | AID 738
CYP2C19 inhib – inhibitors of human CYP2C19. CYP2C19 Supersomes, luciferin-H EGE luminescence, 30 min. inhibition, % at 5 µM. 96,000 tested, 21% active. AID 778. P33261;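 active means CYP2C19 inhibition above a set limit at 5 µM in the primary screen, cut at about 50% in these data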;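 further: plate controls were negative control wells for no effect and 2.5 mM tranylcypromine positive control for full effect; values of inactives mirror those of a sister screen read the other way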
Target sequence (P33261 whole entry, looked up): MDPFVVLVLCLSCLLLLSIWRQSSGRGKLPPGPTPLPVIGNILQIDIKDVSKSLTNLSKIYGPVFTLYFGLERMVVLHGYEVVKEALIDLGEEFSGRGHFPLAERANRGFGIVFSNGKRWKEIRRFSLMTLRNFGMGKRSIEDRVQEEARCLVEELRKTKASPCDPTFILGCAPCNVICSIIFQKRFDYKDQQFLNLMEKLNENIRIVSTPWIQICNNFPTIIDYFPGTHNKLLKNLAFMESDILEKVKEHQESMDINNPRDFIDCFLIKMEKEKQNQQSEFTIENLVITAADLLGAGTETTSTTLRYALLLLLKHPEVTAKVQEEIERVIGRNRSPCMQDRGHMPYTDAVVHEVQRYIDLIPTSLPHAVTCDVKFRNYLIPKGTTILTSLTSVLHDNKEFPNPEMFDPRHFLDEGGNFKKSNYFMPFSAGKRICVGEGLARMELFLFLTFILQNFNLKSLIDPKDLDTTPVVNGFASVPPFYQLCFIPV
PostGolgi yeast – growth inhibition of a yeast mutant, post-Golgi transport screen; inhibition, % at 10 µM; AID 739; 98,000 tested, 0.9% active; post-Golgi transport phenotypic cell assay;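 further: yeast cells grown in 1536-well plates; yeast grown about 18 h at 30C before absorbance read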
CYP2C19 act – increases human CYP2C19 enzyme activity; P33261; recombinant CYP2C19, luciferin-H EGE luminescence; active compounds read high; 0 = fully inhibited enzyme, 1 = untreated enzyme; activation factor at 5 µM; 96,000 tested, under 10 active; AID 1025;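 active means activation factor of at least 2 at 5 µM in the primary screen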;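 further: 0 = wells with 2.5 mM tranylcypromine and 1 = vehicle-only wells; values of inactives mirror those of a sister screen read the other way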
Starred values were filed as active, the others as inactive; . = no result given. Unless noted, no stated cut-off is given here; in the data, active means inhibition above about 30%; inactive means the rest.

SMILES	S1P2 ag	sEH activator	S1P2 antag	DAT uptake mod	sEH inhibitor	PostGolgi ctrl	CYP2C19 inhib	PostGolgi yeast	CYP2C19 act
O=c1c2ccccc2c(/C=N/n2cnnc2)c(O)n1-c1ccccc1F	.	.	.	-0.0028	.	21	-3	4	1
Cc1cc(C(=O)Nc2ccccc2C#N)n(-c2ccccc2)n1	-4	-5	12	-0.31	5	3	41	-9	0.6
CC(C)CN1C(=O)c2ccc(C(=O)NCc3ccc4c(c3)OCO4)cc2C1=O	-3	-82	9	-0.33	81*	2	-5	-3	1
COc1ccc(-n2cnnc2SCC(=O)N2CCN(S(=O)(=O)c3ccccc3)CC2)cc1	-1	-12	-11	0.85	12	8	44	-5	0.6
CCOC(=O)C1=C(C)NC(=O)NC1	0	9	7	-0.56	-8	0	6	-6	0.9
Cc1ccc(C)c(-n2nnnc2SCC(=O)Nc2c(C)n(C)n(-c3ccccc3)c2=O)c1	-2	4	-10	-0.013	-6	10	-3	11	1
COCCn1c(C)cc(C(=O)COC(=O)c2ccc(NC(=O)CC#N)cc2)c1C	-7	-1	13	0.9	0	-2	-3	1	1
Cc1noc(C)c1C(=O)Nc1cccnc1	-3	9	-8	0.85	-6	2	3	-3	1
O=C(O)C(Cc1ccccc1)NS(=O)(=O)c1ccc2c(c1)OCCO2 (centres undefined)	-8	-7	23	-2.1	11	24	15	1	0.8
COc1cccc(C2CC(=O)Nc3cc(OC)c(OC)c(OC)c32)c1OC (centres undefined)	-7	-5	3	0.29	7	-2	63*	0	0.4
CCOc1ccc(NC(=O)CN(C)CC(=O)Nc2cc(Cl)ccc2C#N)cc1OCC	-5	-7	1	1.1	10	6	45	-4	0.5
O=C(NCc1cccs1)C1CCCN(S(=O)(=O)c2ccc(Br)s2)C1 (centres undefined)	1	-39	-20	-0.14	40	4	-3	-2	1
COC(=O)c1ccccc1NC(=O)N1CCN(C(=O)c2ccco2)CC1	.	.	.	.	.	12	52*	0	0.5
N=c1n(CCOc2ccccc2)c2ccccc2n1CCN1CCOCC1	-3	5	-20	0.74	-5	3	-2	6	1
Cc1ccc(NC(=O)CCN2CCN(C/C=C/c3ccccc3)CC2)cc1C	-1	4	21	.	-5	13	2	12	1
CCOC(=O)c1c(C)c(C(=O)NCCOC)c(C)n1CC	.	.	.	-0.98	.	-6	21	4	0.8
CC(C(=O)N1CCN(C=O)CC1)N1C(=O)c2ccccc2C1=O (centres undefined)	-8	19	24	0.34	-20	8	-14	-2	1.1
COc1ccc(-c2noc(CN(C(=O)c3ccc(OC(C)=O)cc3)C(C)C)n2)cc1OC	-6	11	-7	0.72	-14	1	32	11	0.7
CC(C)c1ccc(O)c(NC(=O)c2cncc(Br)c2)c1	-7	-15	13	0.019	15	-15	28	27	0.7
Cc1ccc(N=Cc2ccc[nH]2)c(O)c1	-8	-4	0	0.46	6	16	1	1	1
NC(=O)c1oc2ccccc2c1NC(=O)CCc1ccccc1	.	.	.	0.57	.	12	82*	3	0.2
COc1ccc(NC(=O)Cc2cccs2)c(OC)c1	.	.	.	.	.	10	79*	7	0.2
CCOC(=O)c1c(C)c(C(=O)NCCN2CCOCC2)c(C)n1C	7	-9	-6	-0.3	9	-2	.	12	.
CCCCOc1ccc(Br)cc1/C(C)=N/NC1=NCCN1	-8	12	30	-1.7	-7	.	.	.	.
C=C(C)COc1ccc2c(C)c(C)c(=O)oc2c1OCC(=C)C	0	-2	-8	-0.069	4	15	35	14	0.7
The listing continues:
SMILES	S1P2 ag	sEH activator	S1P2 antag	DAT uptake mod	sEH inhibitor	PostGolgi ctrl	CYP2C19 inhib	PostGolgi yeast	CYP2C19 act
OC(CN1CCCCC1)CN1CCCCC1	-4	-4	-1	-0.96	6	22	2	4	1
CCCS(=O)(=O)N1CCn2c(nc3ccccc32)C1	0	13	-19	.	-13	-4	34	7	0.7
CC(C)(C)NS(=O)(=O)c1ccc(CCC(=O)Nc2ccc3c(c2)OCO3)cc1	-2	-7	6	-0.94	7	-1	58*	4	0.4
O=C(O)CC1SC(=Nc2cccc(O)c2)NC1=O (centres undefined)	.	.	.	0.3	.	13	-11	0	1.1
O=C(N/N=C/c1ccc([N+](=O)[O-])s1)c1ccccc1Br	2	-23	-14	-0.76	23	27	8	4	0.9
Cc1nn(-c2ccccc2)c2c1C(c1ccncc1)C(C#N)=C(N)O2 (centres undefined)	-11	0	16	-0.014	0	32*	59*	9	0.4
O=C1NC2(CCCC2)N=C1c1ccc(F)cc1	-3	6	-3	-8*	-9	8	37	14	0.6
O=C(O)C1CCCCC1C(=O)Nc1ccc(F)cc1F (centres undefined)	-5	-6	-10	0.17	5	-2	-4	2	1
C(#CCN1CCOCC1)COC(c1ccccc1)c1ccccc1	-2	-15	6	0.68	19	.	.	.	.
CN(CCNC(=O)CN1CCN(Cc2ccccc2Cl)C1=O)Cc1ccccc1	-5	-7	7	0.13	7	-2	40	-6	0.6
Cc1cc(C)c(C#N)c(SCS(=O)Cc2ccccc2)n1 (centres undefined)	0	-2	18	-0.25	1	-1	68*	-2	0.3
COc1ccc(C2C(=O)N(C3CCCCC3)CC(=O)N2Cc2ccc3c(c2)OCO3)cc1 (centres undefined)	-7	2	17	.	-5	-2	15	-2	0.9
Cc1cccc(OCC(=O)Nc2ccccc2N2CCN(C(=O)C(C)C)CC2)c1C	-5	-3	1	-0.43	-1	42*	30	3	0.7
O=C(CCc1ccc(Oc2cc([N+](=O)[O-])cc([N+](=O)[O-])c2)cc1)N1CCCCC1	-5	.	13	1.7	.	20	54*	6	0.5
CCc1nnc(NC(=O)c2ccc(S(=O)(=O)N(CC)CC)cc2)s1	-5	-28	29	-0.55	27	13	.	-7	.
OCCSc1nc(-c2cccnc2)nc2ccccc12	0	7	-3	0.056	-3	38*	63*	2	0.4
O=C(Nc1cccc2c1CCCC2)c1ccc(Br)o1	-2	10	-9	-0.037	-10	12	16	5	0.8
COc1ccccc1NC(=O)C1CC(=O)N(c2ccc(F)cc2)C1 (centres undefined)	-4	-9	2	-0.37	7	3	21	0	0.8
Cc1ccc(-n2nc(C(=O)O)c3ccccc3c2=O)cc1C	-1	2	-43	-0.033	0	-6	-12	2	1.1
O=C1CSC(=S)N1CC1CCCO1 (centres undefined)	-2	1	-11	0.21	-1	8	20	7	0.8
COc1cc(-c2nnc3sc(C4CCCCC4)nn23)cc(OC)c1OC	20*	3	-21	1.3	-2	22	75*	2	0.3
CCCNC(=O)COC(=O)c1[nH]c(C)c(C(=O)OCC)c1C	-4	5	4	-0.95	-6	16	44	-5	0.6
CN(C)c1ccc(/C=N/NC(=O)CN(c2cccc(Cl)c2)S(C)(=O)=O)cc1Br	4	-44	2	-0.64	45	-4	26	22	0.7
O=C(c1cc2sccc2n1Cc1ccc(F)cc1)N1CCc2ccccc21	1	9	4	0.53	-7	.	.	.	.
O=c1c2c3c(sc2nc2n1CCCC2)CCCC3	-3	-3	0	0.9	8	.	.	.	.
(continued)
SMILES	S1P2 ag	sEH activator	S1P2 antag	DAT uptake mod	sEH inhibitor	PostGolgi ctrl	CYP2C19 inhib	PostGolgi yeast	CYP2C19 act
O=C(CSc1nnnn1C1CC2CCC1C2)Nc1ccnc2ccccc12 (centres undefined)	.	.	.	-1.2	.	12	22	3	0.8
Cc1ccc(-c2cc(C(F)F)n3ncc(C(=O)NCc4ccco4)c3n2)cc1	1	.	4	-0.21	.	30	24	-6	0.8
Cc1cc(NC(=O)c2cnn3cccnc23)nn1CC(=O)Nc1cccnc1	-4	4	12	-1.2	-3	8	0	-2	1
CCCC(c1nnnn1CCOC)N1CCN(C(=O)c2ccco2)CC1 (centres undefined)	-2	8	20	-0.76	-7	6	50*	-1	0.5
CCCCNCc1ccc(SC)cc1	-9	-8	-14	-0.48	11	4	69*	4	0.3
CC(C)CCN1CCNC(=O)C1CC(=O)Nc1ccc(F)cc1 (centres undefined)	-2	2	-9	0.57	1	5	37	3	0.6
COc1cc2c(cc1O)CCN(C(=O)c1ccco1)C2C (centres undefined)	-2	10	10	-1.4	-11	4	65*	3	0.3
COC(=O)c1ccccc1NC(=O)Cn1ccnc1	0	0	5	-0.076	-3	0	100*	0	0
O=C(O)c1cccc(COc2ccc(CO)cc2Cl)c1	.	.	.	-1.8	.	20	99*	7	0
Cc1cccc(N2CCN(c3cc(C)nc4nnnn34)CC2C)c1 (centres undefined)	.	.	.	.	.	9	37	6	0.6
O=C(CC1SC2=NCCN2C1=O)Nc1ccc(Cl)cc1 (centres undefined)	-1	14	19	0.37	-8	4	5	-4	1
Nc1nonc1OCCc1ccccc1	-5	-7	-1	0.55	11	22	41	-7	0.6
CCc1ccc(CCC(=O)Nc2ccc(OC)cc2)o1	-5	0	8	0.0023	1	.	.	.	.
Clc1ccccc1-c1nn2c(Cn3cnc4ccccc43)nnc2s1	-3	.	5	.	.	15	58*	-6	0.4
CC(C)(C)NC(=O)CSc1ccc(C(C)(C)C)cc1	-1	-8	-4	0.88	8	.	.	.	.
CC(C)CCn1nnnc1C(c1ccc(N(C)C)cc1)N1CCN(C(=O)c2ccco2)CC1 (centres undefined)	-9	-16	6	0.65	16	4	90*	-1	0.1
O=C(Nc1ccc(Oc2ccccc2)cc1)C1CCCO1 (centres undefined)	-5	-6	9	0.24	10	0	58*	15	0.4
Cc1ccc(S(=O)(=O)N(CC(=O)NCCC2=CCCCC2)Cc2ccccc2F)cc1	-3	-9	-27	0.65	9	27	22	0	0.8
N#Cc1cccc(-n2nnnc2-c2ccc3c(c2)OCO3)c1	-5	1	1	-0.084	1	-1	97*	-6	0
CCN(c1cccc(C)c1)c1nc2ccsc2c(=O)s1	-4	-11	-11	1	9	29	65*	-4	0.3

Reprinted from the results shown, 17 compounds:
SMILES	S1P2 ag	sEH activator	S1P2 antag	DAT uptake mod	sEH inhibitor	PostGolgi ctrl	CYP2C19 inhib	PostGolgi yeast	CYP2C19 act
O=C(CSc1nnnn1C1CC2CCC1C2)Nc1ccnc2ccccc12 (centres undefined)	.	.	.	-1.2	.	12	22	3	0.8
Cc1ccc(-c2cc(C(F)F)n3ncc(C(=O)NCc4ccco4)c3n2)cc1	1	.	4	-0.21	.	30	24	-6	0.8
Cc1cc(NC(=O)c2cnn3cccnc23)nn1CC(=O)Nc1cccnc1	-4	4	12	-1.2	-3	8	0	-2	1
CCCC(c1nnnn1CCOC)N1CCN(C(=O)c2ccco2)CC1 (centres undefined)	-2	8	20	-0.76	-7	6	50*	-1	0.5
CCCCNCc1ccc(SC)cc1	-9	-8	-14	-0.48	11	4	69*	4	0.3
CC(C)CCN1CCNC(=O)C1CC(=O)Nc1ccc(F)cc1 (centres undefined)	-2	2	-9	0.57	1	5	37	3	0.6
COc1cc2c(cc1O)CCN(C(=O)c1ccco1)C2C (centres undefined)	-2	10	10	-1.4	-11	4	65*	3	0.3
COC(=O)c1ccccc1NC(=O)Cn1ccnc1	0	0	5	-0.076	-3	0	100*	0	0
O=C(O)c1cccc(COc2ccc(CO)cc2Cl)c1	.	.	.	-1.8	.	20	99*	7	0
Cc1cccc(N2CCN(c3cc(C)nc4nnnn34)CC2C)c1 (centres undefined)	.	.	.	.	.	9	37	6	0.6
O=C(CC1SC2=NCCN2C1=O)Nc1ccc(Cl)cc1 (centres undefined)	-1	14	19	0.37	-8	4	5	-4	1
Nc1nonc1OCCc1ccccc1	-5	-7	-1	0.55	11	22	41	-7	0.6
CCc1ccc(CCC(=O)Nc2ccc(OC)cc2)o1	-5	0	8	0.0023	1	.	.	.	.
Clc1ccccc1-c1nn2c(Cn3cnc4ccccc43)nnc2s1	-3	.	5	.	.	15	58*	-6	0.4
CC(C)(C)NC(=O)CSc1ccc(C(C)(C)C)cc1	-1	-8	-4	0.88	8	.	.	.	.
CC(C)CCn1nnnc1C(c1ccc(N(C)C)cc1)N1CCN(C(=O)c2ccco2)CC1 (centres undefined)	-9	-16	6	0.65	16	4	90*	-1	0.1
O=C(Nc1ccc(Oc2ccccc2)cc1)C1CCCO1 (centres undefined)	-5	-6	9	0.24	10	0	58*	15	0.4
